# Screens: PubChem, several laboratories
# MEX-5 binding – C. elegans MEX-5 TCR-2 RNA binding activity; actives 0.38% (n = 300,000); MEX-5/FITC-TCR2 RNA binding, fluorescence polarization; stronger effect = lower value; Q9XUB2; activity score (negative = inhibition of binding), % at 10 µM;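 active = inhibition past about -25% in most replicates, and total fluorescence under double the plate's negative control median, limit read from the data; inconclusive = replicates evenly split on the limit, or fluorescence at least double controls; inactive = too little inhibition in most replicates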;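 also: 0% = DMSO and -100% = 5 µM competing unlabeled TCR2 RNA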
# MCL1 BIM primary – MCL1-BIM-BH3 interaction inhibition (human); Q07820; GST-MCL1 / FITC-Bim-BH3 fluorescence polarization; inhibition, % at 10.9 µM; actives 0.68% (n = 320,000); AID 2057;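 active = inhibition above the mean inhibition of all tested compounds plus 3 SD, set per campaign, cut at about 40% in these data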;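 also: 0% = DMSO wells and 100% = unlabeled Bim-BH3 peptide control; higher means more loss of mP so more displacement of Bim peptide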
# Target sequence (Q07820 whole entry, looked up): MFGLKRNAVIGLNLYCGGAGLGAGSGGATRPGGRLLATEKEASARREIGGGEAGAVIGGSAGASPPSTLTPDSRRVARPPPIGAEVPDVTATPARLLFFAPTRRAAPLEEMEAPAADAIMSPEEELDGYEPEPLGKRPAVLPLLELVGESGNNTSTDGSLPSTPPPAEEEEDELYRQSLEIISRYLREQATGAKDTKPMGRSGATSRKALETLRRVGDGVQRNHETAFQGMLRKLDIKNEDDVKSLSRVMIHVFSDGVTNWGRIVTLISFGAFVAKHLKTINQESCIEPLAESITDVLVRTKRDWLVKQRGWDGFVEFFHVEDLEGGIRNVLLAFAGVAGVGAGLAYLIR
# CR mimetic SO – lowers age-related superoxide in aged yeast cells; S. cerevisiae aged cells, superoxide DHE fluorescence; stronger effect = lower value; superoxide response (% of plate mean), % at 10 µM; actives 0.18% (n = 330,000);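 active = superoxide response under a set limit, about three screen SD below normal, cut at about 65% in these data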;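 also: yeast aged for seven days with compound at 30 °C before DHE staining; 100% = average MFI of all compound-treated wells on the plate with controls excluded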
# GRK2 aptamer HTS – human GRK2 inhibition via aptamer displacement; P25098; bead flow cytometry, FAM-aptamer displacement from GRK2; inhibition of aptamer binding, % at 10 µM; actives 0.59% (n = 330,000);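 active = inhibition of aptamer binding above 40%, roughly 3 SD of noise, on plates passing a quality check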;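 also: median bead fluorescence of bound FAM aptamer so fluorescent compounds give negative values; no value below 0 was filed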
# Target sequence (P25098 whole entry, looked up): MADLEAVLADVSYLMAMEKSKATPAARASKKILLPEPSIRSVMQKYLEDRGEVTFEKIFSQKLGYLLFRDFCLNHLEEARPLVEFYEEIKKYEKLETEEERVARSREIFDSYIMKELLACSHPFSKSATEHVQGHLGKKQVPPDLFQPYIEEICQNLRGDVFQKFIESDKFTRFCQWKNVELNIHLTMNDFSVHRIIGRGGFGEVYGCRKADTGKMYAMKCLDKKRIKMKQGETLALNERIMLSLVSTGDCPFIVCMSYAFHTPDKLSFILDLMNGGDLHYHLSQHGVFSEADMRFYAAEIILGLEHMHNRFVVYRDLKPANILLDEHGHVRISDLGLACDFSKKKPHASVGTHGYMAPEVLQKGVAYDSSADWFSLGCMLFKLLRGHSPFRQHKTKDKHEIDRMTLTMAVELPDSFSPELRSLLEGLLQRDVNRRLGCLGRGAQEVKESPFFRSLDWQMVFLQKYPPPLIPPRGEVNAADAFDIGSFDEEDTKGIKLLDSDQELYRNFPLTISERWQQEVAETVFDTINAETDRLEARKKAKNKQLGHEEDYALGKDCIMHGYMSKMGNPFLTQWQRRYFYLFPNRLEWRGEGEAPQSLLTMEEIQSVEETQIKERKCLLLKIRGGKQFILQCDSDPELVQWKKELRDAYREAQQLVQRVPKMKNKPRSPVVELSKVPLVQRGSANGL
# CIT2 TOR yeast – yeast TOR pathway CIT2-GFP modulation; GFP response vs DMSO, % at 10 µM; S. cerevisiae CIT2-GFP strain, flow cytometry, 3 h; 100 means same as DMSO wells; actives 0.065% (n = 320,000);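 active = GFP response relative to DMSO above a set limit, near the screen mean plus 3 SD, cut at about 150% in these data; inconclusive = Fewer than 70 cells measured for a yeast strain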;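 also: ratio of well median GFP fluorescence to mean of DMSO wells on the plate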
# BCLXL inh – inhibitors of human Bcl-xL; GST-Bcl-xL / FITC-Bim BH3 peptide fluorescence polarization; inhibition, % at 10.9 µM; actives 0.7% (n = 320,000);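 active = inhibition above the mean of all tested compounds plus 3 SD, cutoff set per campaign, cut at about 30% in these data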;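 also: 0% = DMSO wells and 100% = unlabeled Bim-BH3 peptide competitor; inhibitors lower millipolarization by displacing the labeled peptide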
# GLD-1 TGE inh – GLD-1-TGE RNA interaction inhibition (C. elegans); actives 0.44% (n = 320,000); Q17339; purified GLD-1 + fluorescein TGE RNA, fluorescence polarization; inhibition, % at 5.96 µM;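 active = percent inhibition above a per-plate cutoff, the plate mean of test compounds plus 3 SD, cut at about 30% in these data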;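 also: 0% = DMSO wells with GLD-1 and probe and 100% = wells lacking GLD-1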
# AGP1 TOR yeast – yeast TOR pathway AGP1-GFP modulation | S. cerevisiae AGP1-GFP multiplex flow cytometry, 3 h; GFP as percent of DMSO wells | GFP response vs DMSO, % at 10 µM | actives 0.02% (n = 320,000) | AID 2066;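 active = GFP response relative to DMSO above a set limit, near screen average plus 3 SD, cut at about 150% in these data; inconclusive = fewer than 70 cells counted for the yeast strain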;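 also: median GFP channel fluorescence of the gated AGP1 strain per well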
# VLA-4 inh – inhibition in a human VLA-4 binding assay; P13612; VLA-4 expressing cells, ligand binding flow cytometry; inhibition, % (about 7 µM as worked out from the volumes in the protocol); actives 0.2% (n = 330,000); in the data active = inhibition above about 50%
# Starred values were filed as active, the others as inactive; i = inactive; u = inconclusive; x = no result given.
item	canonical_smiles	MEX-5 binding	MCL1 BIM primary	CR mimetic SO	GRK2 aptamer HTS	CIT2 TOR yeast
1	CCn1c(COc2cccc3ccccc23)nnc1SCC(=O)OC1CCCCC1	-0.7	2	i	1	97
2	CN(CC(=O)Nc1ccncc1)S(=O)(=O)c1ccccc1	1.0	-1	104	2	97
3	COCCN(C(=O)COC(=O)/C=C/c1ccc(C(F)(F)F)cc1)c1c(N)n(Cc2ccccc2)c(=O)[nH]c1=O	0.9	0	122	0	84
4	O=C(c1ccccc1)c1ccc(-c2ccc(O)cc2)cc1	-1.3	x	101	0	84
5	CN(Cc1ccc(Br)s1)C(=O)CNC(=O)c1ccc2c(c1)OCO2	x	-6	108	1	100
6	COCCn1c(SCC(=O)N2CCCc3ccccc32)nnc1-c1ccoc1C	-2.2	6	89	2	91
7	CCOc1cccc2cc(C(=O)N3CCc4ccccc4C3)c(=O)oc12	2.6	4	88	3	100
8	NS(=O)(=O)c1ccc(NC(=O)COc2ccc(S(=O)(=O)N3CCCC3)cc2)cc1	-1.2	2	103	3	102

item	BCLXL inh	GLD-1 TGE inh	AGP1 TOR yeast	VLA-4 inh
1	-1	1	96	18
2	2	0	103	4
3	2	9	89	9
4	x	x	91	28
5	0	-3	102	5
6	10	-1	94	-10
7	4	1	108	-3
8	4	3	107	2

# Continued:
item	canonical_smiles	MEX-5 binding	MCL1 BIM primary	CR mimetic SO	GRK2 aptamer HTS	CIT2 TOR yeast
9	CCOC(=O)c1ccc(CN(Cc2ccc(C)cc2)S(=O)(=O)c2cccc([N+](=O)[O-])c2)cc1	2.1	0	100	0	90
10	CCOc1ccc(-c2[nH]nc3c2C(c2ccc(O)cc2)C(C#N)=C(N)O3)cc1 (centres undefined)	5.5	8	89	0	112
11	CS(=O)(=O)c1[nH]nc(-c2cccc(Cl)c2)c1C#N	-0.6	2	111	0	106
12	COC(CNC(=O)CCc1c(C)nc2c(-c3ccccc3)c(C)nn2c1C)OC	0.2	2	97	0	100
13	Cc1ccccc1C(=O)NC1CCN(Cc2nnnn2CCc2ccccc2)CC1	0.1	2	105	0	88
14	COc1ccc(C/C(N)=N/n2cnnc2)cc1	0.9	7	89	0	98
15	Cc1cccc(OCC(=O)N2CCN(C(=O)c3ccc([N+](=O)[O-])cc3)CC2)c1	3.1	7	112	0	92
16	CC1(C)CC(NC(=O)c2ccc3c(c2)OCO3)CC(C)(C)N1	2.6	1	89	1	106

item	BCLXL inh	GLD-1 TGE inh	AGP1 TOR yeast	VLA-4 inh
9	2	1	96	12
10	6	-6	105	4
11	3	0	104	-1
12	2	3	101	-10
13	-2	-10	95	13
14	0	1	99	20
15	7	-7	94	10
16	3	10	113	4

# New compounds follow:
item	canonical_smiles	MEX-5 binding	MCL1 BIM primary	CR mimetic SO	GRK2 aptamer HTS	CIT2 TOR yeast
17	O=C(c1ccc2ccccc2c1)N1CCN(Cc2ccccc2)CC1	0.1	4	100	0	93
18	COC(=O)c1cn(-c2ccccc2)nc1-c1ccccc1	-0.6	-2	104	0	98
19	O=C(NCc1cccnc1)c1ccc(Cl)c(S(=O)(=O)Nc2ccccc2C(=O)NCc2cccnc2)c1	-2.3	3	100	1	94
20	CCn1ncc(Br)c1C(=O)NC1CCCCCCC1	-1.0	x	107	3	85
21	COc1ccccc1Oc1coc2cc(O)ccc2c1=O	2.3	14	102	0	112
22	O=C(COc1ccc2c(C(F)(F)F)cc(=O)oc2c1)Nc1ccc(N2CCOCC2)cc1	-3.0	1	99	0	99
23	Cc1nnc2ccc(N3CCCC3)nn12	-1.0	-1	92	1	103
24	O=C(C[n+]1ccc(Cc2ccccc2)cc1)Nc1ccccc1	-0.1	-2	107	2	x

item	BCLXL inh	GLD-1 TGE inh	AGP1 TOR yeast	VLA-4 inh
17	9	2	98	13
18	-3	1	100	-5
19	3	-8	101	5
20	x	x	92	11
21	12	-4	102	-13
22	1	3	99	2
23	3	4	108	4
24	1	-7	105	-3

# Next section
item	canonical_smiles	MEX-5 binding	MCL1 BIM primary	CR mimetic SO	GRK2 aptamer HTS	CIT2 TOR yeast
25	COc1ccccc1CNS(=O)(=O)N(C)C	-1.5	-3	107	1	103
26	Cc1oc(C(C)(C)C)cc1C(=O)Nc1cccc(/C=C\C(=O)O)c1	-2.9	4	99	0	x
27	CC(C)n1cnnc1SCC(=O)Nc1cccnc1Cl	x	x	115	1	95
28	CCOC(=O)/C(C(N)=NC)=C(\O)c1ccccc1	-3.0	1	105	0	102
29	CCCn1nc(-c2ccccc2)c2nc3ccccc3nc21	x	8	89	4	86
30	COc1cccc2cc(C(C)N(CCCN3CCOCC3)C(=S)Nc3ccc(C)c(C)c3)oc12 (centres undefined)	0.3	14	95	0	92
31	CC(C)(C)n1cnc2cc(NCc3ccccc3O)ccc21	-0.9	3	94	27	95
32	COc1ccc(OC)c(-c2cc(C(=O)Nc3c(C)nn(Cc4ccccc4)c3C)no2)c1	1.1	-1	110	1	x

item	BCLXL inh	GLD-1 TGE inh	AGP1 TOR yeast	VLA-4 inh
25	0	2	100	5
26	3	5	x	3
27	x	7	91	0
28	2	5	108	-1
29	24	-12	93	-23
30	7	-4	101	11
31	4	0	100	1
32	4	7	100	6

# Next section.
item	canonical_smiles	MEX-5 binding	MCL1 BIM primary	CR mimetic SO	GRK2 aptamer HTS	CIT2 TOR yeast
33	Cc1cc(C)n(CC(=O)NC2C(=O)N3C(C(=O)O)=C(CSc4nnc(C)s4)CSC23)n1 (centres undefined)	-0.6	11	110	6	99
34	C/C(CC(=O)N1CCN(C=O)CC1)=N\NC(=O)c1ccc(Br)cc1	-1.7	16	92	0	93
35	O=C(COC(=O)c1cccc([N+](=O)[O-])c1)NCc1ccc2c(c1)OCO2	0.4	-6	88	0	98
36	COc1ccc(OC)c(C2=NOC(C(=O)Nc3cc(C)nn3-c3ccccc3)C2)c1 (centres undefined)	2.5	-6	102	0	90
37	O=C(NCC1CCCCC1)c1cc([N+](=O)[O-])ccc1Cl	0.5	1	112	1	93
38	Nc1ccc(Sc2cc(Cl)nc(N)n2)cc1	-0.6	-6	111	1	96
39	CCc1ccc2[nH]c(=O)c(CN(CCN(CC)CC)C(=O)NC3CCCCC3)cc2c1	1.2	1	100	0	104
40	Cc1cc(NC(=O)NN2CCOCC2)nn1-c1c(Cl)cccc1Cl	-1.9	5	104	0	88

item	BCLXL inh	GLD-1 TGE inh	AGP1 TOR yeast	VLA-4 inh
33	9	1	103	0
34	4	4	102	6
35	-2	4	100	7
36	-4	0	88	22
37	3	5	95	3
38	-1	-18	99	21
39	2	5	99	15
40	6	0	93	-14

# Next part
item	canonical_smiles	MEX-5 binding	MCL1 BIM primary	CR mimetic SO	GRK2 aptamer HTS	CIT2 TOR yeast
41	CCN=C1S/C(=C\c2ccc(-c3cccc(C(=O)O)c3)o2)C(=O)N1CC	-6.4	6	135	34	102
42	Cc1cccc(C)c1NC(=O)C(c1ccccc1)N1CCOCC1 (centres undefined)	1.9	6	119	0	98
43	CCCCC1(C)NC(=O)N(CC(=O)Nc2ccc(Cl)cc2C)C1=O (centres undefined)	x	x	94	1	102
44	Cc1cc(Cl)ccc1NC(=O)CN1C(=O)NC2(CCCC2)C1=O	-1.1	3	98	2	u
45	O=C1Nc2ccccc2N=C(c2ccccc2)C1N1CCOCC1 (centres undefined)	-1.9	-9	103	0	90
46	O=C(Nc1ccc2c(c1)OCO2)C(c1ccccc1)N1CCCCC1 (centres undefined)	3.0	-1	120	2	105
47	COc1ccc(C(=O)Nc2ccc3c(c2)nc2n3CCSC2)cc1	-1.1	2	97	0	101
48	COc1ccccc1OCc1ccc(C(=O)n2nc(C)c(Cl)c2C)o1	0.5	8	99	18	97

item	BCLXL inh	GLD-1 TGE inh	AGP1 TOR yeast	VLA-4 inh
41	10	-3	86	-2
42	6	-1	100	3
43	x	3	102	3
44	3	-5	u	-8
45	1	0	96	-3
46	-4	-2	104	-16
47	2	8	102	-6
48	4	8	103	10

# (listing goes on)
item	canonical_smiles	MEX-5 binding	MCL1 BIM primary	CR mimetic SO	GRK2 aptamer HTS	CIT2 TOR yeast
49	COc1ccc(NC2CCCN(C(=O)CSc3ccncc3)C2)cc1 (centres undefined)	1.1	-4	100	0	105
50	C/C(=N\NC(=O)c1ccccc1F)c1cccc(NC(=O)c2ccc(C)cc2)c1	-0.2	6	102	2	102
51	O=C(CNCCO)N1N=C(c2cccs2)CC1c1cccs1 (centres undefined)	0.0	4	109	0	83
52	COc1ccc(C(=O)NC2CC2)cc1OC1CCN(Cc2cnn(C)c2)CC1	-1.7	6	99	0	102
53	Cc1occc1C(=O)NNC(=O)c1cccc(F)c1	2.7	0	100	0	99
54	Cc1ccc(C(C(=O)NCc2ccc(F)cc2)N(CCCO)C(=O)C2COc3ccccc3O2)o1 (centres undefined)	-0.3	1	87	0	102
55	O=C(Nc1nnc(S(=O)(=O)N2CCOCC2)s1)c1cccc(F)c1	0.8	4	104	0	115
56	O=C(O)CC(C(=O)O)N1C(=O)/C(=C/c2ccc(-c3nc4ccccc4s3)o2)SC1=S (centres undefined)	40	-16	102	44*	104
57	CN(C)C(=O)c1cccn1-c1ncc(C(F)(F)F)cc1Cl	2.3	1	98	2	93
58	O=C(Nc1ccc(F)cc1)C1CCCN(S(=O)(=O)c2cccc3nonc23)C1 (centres undefined)	-3.8	3	103	0	96

item	BCLXL inh	GLD-1 TGE inh	AGP1 TOR yeast	VLA-4 inh
49	5	8	93	0
50	3	2	95	5
51	3	1	86	1
52	-1	11	106	0
53	4	-6	105	-15
54	6	-7	102	2
55	2	4	103	-4
56	-15	-71	111	-6
57	4	-8	102	8
58	4	-3	96	-3

# Complete entries as entered above. Values in the order: MEX-5 binding, MCL1 BIM primary, CR mimetic SO, GRK2 aptamer HTS, CIT2 TOR yeast, BCLXL inh, GLD-1 TGE inh, AGP1 TOR yeast, VLA-4 inh
# CN(CC(=O)Nc1ccncc1)S(=O)(=O)c1ccccc1 is listed with 1.0, -1, 104, 2, 97, 2, 0, 103, 4
# Cc1ccc(C(C(=O)NCc2ccc(F)cc2)N(CCCO)C(=O)C2COc3ccccc3O2)o1 (centres undefined) is listed with -0.3, 1, 87, 0, 102, 6, -7, 102, 2
# COCCn1c(SCC(=O)N2CCCc3ccccc32)nnc1-c1ccoc1C is listed with -2.2, 6, 89, 2, 91, 10, -1, 94, -10
# CCn1c(COc2cccc3ccccc23)nnc1SCC(=O)OC1CCCCC1 is listed with -0.7, 2, i, 1, 97, -1, 1, 96, 18
# O=C(Nc1ccc(F)cc1)C1CCCN(S(=O)(=O)c2cccc3nonc23)C1 (centres undefined) is listed with -3.8, 3, 103, 0, 96, 4, -3, 96, -3

# Looked up one by one from the list above:
item	canonical_smiles	MEX-5 binding	MCL1 BIM primary	CR mimetic SO	GRK2 aptamer HTS	CIT2 TOR yeast
45	O=C1Nc2ccccc2N=C(c2ccccc2)C1N1CCOCC1 (centres undefined)	-1.9	-9	103	0	90
57	CN(C)C(=O)c1cccn1-c1ncc(C(F)(F)F)cc1Cl	2.3	1	98	2	93

item	BCLXL inh	GLD-1 TGE inh	AGP1 TOR yeast	VLA-4 inh
45	1	0	96	-3
57	4	-8	102	8
